GLP-1R inv ag: GLP-1 receptor (human) inverse agonism | HEK293 GLP-1R CRE-luciferase, luminescence, 24 h; GLP-1R form is constitutively active | Potency, µM (doses to about 38.3 µM), without a hit: at the highest dose activity change, negative = inhibition, actives largely listed as inhibitors | hit rate 1.6% among 410,000 | AID 624417; also: potency is read from the fitted curve at half-maximal effect; % is scaled to controls: 0 for no effect and ±100 for the full control effect; nearly all actives have a fitted effect of over 55% in size
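Assay principle: reduced luminescence from a cAMP-responsive reporter in HEK293 cells co-expressing a constitutively active GLP-1R. Conditions: 24 hr compound incubation, 37 deg C, 5% CO2.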
GLP1R cytotox: cytotoxic in the GLP-1 receptor inverse agonist counter-screen; HEK293 cAMP-luciferase reporter cells, luminescence, 24 h; Potency, µM (doses to about 38.3 µM), for inactives: at the top dose activity change, negative = inhibition, hits mostly inhibitors; hit rate 0.13% among 410,000; AID 624418;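 also: loss of luciferase light is scored as toxicity; potency is read from the fitted curve at half-maximal effect; % is scaled to controls: 0 for no effect and ±100 for the full control effect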
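Luminescence readout: signal drop marks cytotoxicity. Plated cells grew 12 h at 37 °C, 5% CO2, received 23 nL compound for 24 h, then got luciferase reagent, read after 12 min at RT.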
aSyn rescue: alpha-synuclein toxicity inhibition in yeast; Potency, µM (series often up to 46.1 µM), for inactives: top-dose growth rescue (activation), usual class: activators; AID 652106; Yeast expressing alpha-synuclein, growth rescue, BacTiter-Glo, 24 h; hit rate 0.14% among 370,000; also: potency is read from the fitted curve at half-maximal effect; % of control where 0% means no effect; nearly all actives have a fitted effect of over 65% in size
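Galactose-induced alpha-syn yeast (OD600=0.02, raffinose-pregrown) + pinned cpd, 24 hr, 30 deg C; growth by BacTiter-Glo luminescence. Growth restoration scores as activation.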
D3 antag: D3 dopamine receptor (human) antagonism; D3R cells, DiscoveRx beta-arrestin luminescence, antagonist mode; active compounds read low; AID 652054; max response, negative = inhibition, %; P35462; hit rate 2.5% among 360,000; in the data active = max response below about -50%; inconclusive = no clear call, values can overlap the other calls; also: % is scaled to controls: 0 for no effect and ±100 for the full control effect; mostly tested at two doses, the higher about 12 µM
Target sequence (P35462 whole entry, looked up): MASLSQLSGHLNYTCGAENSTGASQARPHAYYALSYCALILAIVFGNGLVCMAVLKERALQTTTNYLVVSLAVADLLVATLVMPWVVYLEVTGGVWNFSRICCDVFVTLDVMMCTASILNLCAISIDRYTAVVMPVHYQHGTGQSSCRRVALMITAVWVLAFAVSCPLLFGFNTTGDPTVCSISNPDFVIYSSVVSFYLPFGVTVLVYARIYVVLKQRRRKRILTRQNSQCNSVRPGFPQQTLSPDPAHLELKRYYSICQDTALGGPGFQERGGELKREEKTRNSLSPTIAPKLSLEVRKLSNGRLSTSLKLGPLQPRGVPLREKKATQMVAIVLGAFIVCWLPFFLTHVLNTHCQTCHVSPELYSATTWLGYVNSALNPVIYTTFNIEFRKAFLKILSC
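Cells plated overnight at 1500 cells/well, then exposed to library compounds with dopamine controls for 90 minutes at 37 degrees C. DiscoveRx reagent added for 30–60 minutes at room temperature; luminescence read, quantitative HTS format.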
TDP43 rescue: inhibitors of TDP-43 toxicity in yeast; TDP-43 expressing yeast growth rescue, BacTiter-Glo, 24 h; Potency, µM (top dose mostly 46.1 µM), inactives show top-dose growth rescue (activation), actives largely listed as activators; hit rate 1.8% among 410,000; also: potency is read from the fitted curve at half-maximal effect; % of control where 0% means no effect; nearly all actives have a fitted effect of over 50% in size
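Yeast cells expressing TDP-43 under galactose induction are exposed to compounds for 24 hr at 30 deg C. BacTiter-Glo luminescence measures growth, so protective compounds score as activators.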
DRD3 agonist: agonists of human D3 dopamine receptor | P35462 | D3R DiscoveRx beta-arrestin cells, luminescence, 90 min | max activation, % | hit rate 0.58% among 410,000 | AID 652048; in the data active = max activation above about 30%; also: 0% is about no effect; mostly tested at two doses, the higher about 12 µM
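Agonist mode: compounds and dopamine controls were applied to plated cells for 90 min at 37 degrees C after an overnight attachment at 1500 cells/well. Luminescent read-out followed 30 - 60 minutes at room temperature with DiscoveRx detection reagent.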
GLP1R ag: activates the human GLP-1 receptor; P43220; HEK293 GLP-1R CRE-luciferase, luminescence, 4-6 h; cells express a hypersensitive GLP-1R form; Potency, µM (top dose mostly 45.6 µM), without a hit: at the top dose activation, actives largely listed as activators; hit rate 0.007% among 380,000; also: potency is read from the fitted curve at half-maximal effect; % of control where 0% means no effect
KB-V1 MDR tox: kills drug-selected multidrug resistant KB-V1 cells; KB-V1 MDR cells viability, CellTiter-Glo, 72 h; Potency, µM (highest dose often 46.1 µM), without a hit: top-dose activity change, negative = cytotoxicity, usual class: cytotoxic; hit rate 3.4% among 400,000; also: potency is read from the fitted curve at half-maximal effect; % is scaled to controls: 0 for no effect and ±100 for the full control effect; nearly all actives have a fitted effect of over 60% in size
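In this primary screen, KB-V1 cells overexpressing P-gp are incubated with library compounds (lowest to highest concentration) for 72 h at 37 degrees C before a luminescent ATP viability read.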
PTHR1 agonist: activates the human parathyroid hormone receptor PTHR1; Q03431; HEK293 GP2 PTHR1 cells, GloSensor cAMP luminescence, 1 h; Potency, µM (series often up to 115 µM), for the others: at the highest dose activation, usual class: activators; hit rate 0.075% among 410,000; AID 743266; also: potency is read from the fitted curve at half-maximal effect; nearly all actives have a fitted effect of over 55% in size; some results filed as inactive show a strong effect at the top dose; inactives centre near -15; many of its hits are not listed in these tables
Target sequence (Q03431 whole entry, looked up): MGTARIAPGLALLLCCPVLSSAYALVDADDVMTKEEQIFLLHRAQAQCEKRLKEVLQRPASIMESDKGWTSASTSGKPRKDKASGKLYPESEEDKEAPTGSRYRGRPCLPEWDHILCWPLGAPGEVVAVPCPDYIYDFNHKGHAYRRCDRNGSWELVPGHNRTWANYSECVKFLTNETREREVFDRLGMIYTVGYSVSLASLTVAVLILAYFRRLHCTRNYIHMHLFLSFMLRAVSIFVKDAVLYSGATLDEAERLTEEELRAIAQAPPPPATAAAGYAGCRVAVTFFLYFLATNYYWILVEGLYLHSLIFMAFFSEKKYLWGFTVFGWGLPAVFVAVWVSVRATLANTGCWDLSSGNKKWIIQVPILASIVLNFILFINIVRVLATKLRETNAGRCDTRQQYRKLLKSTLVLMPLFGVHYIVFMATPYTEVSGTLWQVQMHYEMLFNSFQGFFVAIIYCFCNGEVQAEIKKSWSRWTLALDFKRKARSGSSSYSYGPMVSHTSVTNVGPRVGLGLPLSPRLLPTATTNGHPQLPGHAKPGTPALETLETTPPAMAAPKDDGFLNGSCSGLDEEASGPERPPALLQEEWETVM
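HEK-293-derived GP2 cells expressing PTHR1 and a GloSensor cAMP reporter, 3,000/well, plated overnight, given luciferin plus IBMX (each 0.5 mM as added) for 1 h at 37 °C, then compound for 1 h at 37 °C. Luminescence was read after 15 min at room temperature.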
* = called active by the depositor; i = inactive; ? = inconclusive; / = not tested or not shown; [ ] = another dose, or the depositor's remark. Unless noted, calls follow the shape of the dose curve; as a rule, active = well fitted curve in the direction sought with a large enough effect; inconclusive = small, poorly fitted or top-dose-only effect, or another doubt; inactive = no such curve, though single readings can be large; an effect the other way counts as inactive or inconclusive. Not all compounds are listed; count on the stated rates, not on these rows.

SMILES	GLP-1R inv ag	GLP1R cytotox	aSyn rescue	D3 antag	TDP43 rescue	DRD3 agonist	GLP1R ag	KB-V1 MDR tox	PTHR1 agonist
COc1cccc(C(C(=O)NC2CCCCC2)N(C(=O)c2ccco2)c2ccc(-n3cnnn3)c(C)c2)c1 (stereo unspecified)	0%	-17%	3%	2	1%	-3	-5%	-8%	-17%[57.5 µM]
CCc1ccc2oc(-c3ccc(C)c(NC(=O)c4cc([N+](=O)[O-])ccc4N4CCOCC4)c3)nc2c1	16%	-11%	/	/	27%	3	1%	-8%	-37%
Cc1nn(C)c2c1c(C(F)(F)F)cc(=O)n2CC(=O)N1CCCCC1	4%	-11%	/	/	3%	9	/	-15%	i
CCOc1ccccc1OCCC(=O)Nc1ccc2c(c1)OCO2	-15%	-18%	-1%	1	11%	0	2%	?	-4%
Cc1ccc(-c2csc(SCC(=O)Nc3cc(C)on3)n2)cc1	0%	1%	-16%	26	13%	1	-1%	9%	-15%[57.5 µM]
O=C(Nc1ccc(OCc2ccccc2)cc1)Nc1cccnc1	?	1%	0%	0	-21%	-7	5%	?	-10%
COc1ccc(N2CC(C(=O)NCCN3C(=O)S/C(=C\c4cccnc4)C3=O)CC2=O)c(OC)c1 (stereo unspecified)	-14%	-29%	5%	35	2%	3	-1%	-1%	i
COc1ccc(N2CC(C)Cn3c2nc2c3c(=O)n(Cc3ccccc3)c(=O)n2C)c(OC)c1 (stereo unspecified)	?	-9%	-3%	-10	-5%	-6	19%	1%	-52%[inhibitor]
COc1ccccc1C(=O)NC(=S)Nc1ccc(N2CCOCC2)c(Cl)c1	3%	9%	1%	25	0%	4	7%	1%	-40%[inhibitor]
C[C@H]1CN([C@@H](C)CO)C(=O)c2cc(C#Cc3ccccn3)cnc2O[C@@H]1CN(C)Cc1ccccc1	-3%	-3%	4%	9	15%	-5	9%	?	-21%
CN(C)S(=O)(=O)c1ccc(NC(=O)CNc2cc(S(=O)(=O)N3CCCC3)ccc2OCC(F)(F)F)cc1	0%	10%	0%	-7	-10%	11	-5%	-21%	i
O=C(COC(=O)c1ccc(OC(F)(F)F)cc1)NCCN1C(=O)CSC1=O	22%	-13%	-2%	6	20%	3	6%	4%	i
Cc1cccc(NC(=S)NNC(=O)c2ccc3c(c2)OCO3)c1	25%	1%	-13%	-59*	3%	-13	21%	-6%	-9%
CCOCCn1[nH]c2ccccc2c1=O	6%	4%	-5%	-6	12%	6	15%	24%	-22%
Cc1cccc(C)c1NC(=O)c1ccc(-n2cnnn2)cc1	-22%	-20%	5%	16	11%	7	4%	-22%	i
O=C(Cc1ccc(NC(=O)C2CCN(C(=O)c3ccccc3)CC2)cc1)Nc1cccc(C(=O)N2CCCC2)c1	10%	1%	-3%	-19	19%	11	6%	2%	i
Cc1ccc(N(CC(=O)NCc2ccc(OC(C)C)cc2)S(=O)(=O)N(C)C)cc1	-29%	3%	/	/	?	5	/	-10%	i
COCCNC(=O)CN(c1ccc(C)cc1)S(=O)(=O)c1ccccc1	2%	-13%	5%	26	-7%	4	1%	-4%	i
COc1ccc(NC(=O)/C=C/c2ccccc2)c([N+](=O)[O-])c1	26%	-14%	-9%	9	15%	3	-3%	0%	-9%
CCC1=C(c2ccc(C)cc2)S(=O)(=O)N=C1N1CCC(C(=O)Nc2ccccc2C(=O)OC)CC1	7%	-6%	/	/	36%	18	/	?	-67%[inhibitor]
COc1cccc(C(=O)OCC(=O)c2ccc(S(=O)(=O)N3CCCCC3)cc2)c1OC	-23%	-2%	8%	-6	16%	-4	-2%	0%	i
N#Cc1c(F)cccc1N1CCN(Cc2ccc3c(c2)OCO3)CC1	11µM*	-12%	1%	-91*	-13%	-31	15%	2%	-7%
Cc1ccc(NC(=O)Nc2c(C)n(C)n(-c3ccccc3)c2=O)c(Cl)c1	-2%	7%	/	/	8%	7	/	?	-3%
Cc1nnsc1-c1onc(C)c1C(=O)O/N=C/c1ccc(Cl)cc1	19%	2%	0%	-16	-18%	4	-2%	-4%	23%
CC(=O)N1CCC(N(CCN2CCOCC2)C(=S)Nc2ccc(C)cc2)CC1	-7%	-2%	1%	3	-3%	4	8%	1%	i
Cc1cc(C)n2nc(SCC(=O)NC(=O)NCc3ccco3)nc2n1	0%	-24%	4%	1	-6%	3	6%	8%	i
Cn1cc(CN(Cc2ccccc2)C[C@@H]2CCC(=O)N2)c(-c2ccccc2F)n1	-20%	3%	-5%	9	-2%[9.22 µM]	1	9%	-30%	-5%
COc1ccc(CCNC(=O)c2noc3c2CCCC3)cc1OC	0%	-27%	3%	13	-3%	2	7%	?	19%[57.5 µM]
CC(=O)OCC(=O)C1(O)CCC2C3CC(C)C4=CC(=O)C=CC4(C)C3=CCC21C (stereo unspecified)	?	15%	3%	-20	-14%	-2	13%	0%	-12%
Cc1ccc(OCC(=O)OCc2cc(=O)n3nc(-c4cccs4)sc3n2)cc1C	6%	6%	/	/	12%	-7	/	2%	i
CCSc1nnc2c(n1)OC(c1ccc(C)cc1)N(C(C)=O)c1ccccc1-2 (stereo unspecified)	2%	-12%	/	/	28%	-1	/	?	i
CCc1ccc(NS(=O)(=O)c2ccc3[nH]c4c(c3c2)CCCCCC4)cc1	?	-2%	/	/	-4%	-1	/	-8%	i
CCN(CC)S(=O)(=O)c1ccc(NC(=O)c2ccc(OCC3CCCO3)cc2)cc1 (stereo unspecified)	?	3%	1%[1.84 µM]	5	3%	-13	-4%	15µM*	-94%[inhibitor]
Cc1nnc(SCC(=O)Nc2ncc(S(=O)(=O)c3ccc([N+](=O)[O-])cc3)s2)s1	0%	56%[activator]	-6%	-4	4%	4	-17%	-12%	i
O=C(NC(=S)Nc1cccc2[nH]ncc12)c1ccccc1	?	-15%	-4%	-24	-4%	-3	0%	12%	-6%
COCCOCCn1c(/C=C/c2ccccc2)nc2ccccc21	?	-2%	-5%	1	-10%	-5	11%	?	-23%
COc1ccc([N+](=O)[O-])cc1NC(=O)Cc1noc2ccccc12	4%	0%	9%	-12	1%	-1	9%	?	i
CC1CCCC(NC(=O)CN2CCN(S(=O)(=O)c3cccs3)CC2)C1C (stereo unspecified)	?	-8%	-1%	-20	21%	10	-1%	3%	-11%
Cc1cccc(C)c1NC(=S)NCCSc1ccc(Cl)cc1	?	?	6%	-29	22µM*	-12	6%	?	-31%[inhibitor]
CCN(CC)S(=O)(=O)c1cc(NC(=O)C(CC(C)C)NC(N)=O)ccc1C (stereo unspecified)	-2%	-11%	-2%	-5	-2%	-10	0%	0%	i
CCOc1ccc(OCCNC(=O)c2oc3ccccc3c2COC)cc1	?	-4%	4%	-5	?	6	-16%	21µM*	-20%
CCN(CC)CCNC(=O)C1CCCN(c2ncnc3onc(C)c23)C1 (stereo unspecified)	3%	3%	/	/	17%	-1	/	16%	i
CC(C)Cc1nnc(NC(=O)CCC(=O)N2CCN(c3ccccc3F)CC2)s1	?	-1%	2%	-11	-26%	1	-5%	12%	-27%
N#Cc1ccc2c(=O)n(-c3ccccc3)sc2c1	9%	-13%	-61%[inhibitor]	?	-92%[inhibitor]	-8	4%	?	-54%[inhibitor]
COc1ccc2sc3c(=O)[nH]c4ccccc4c3c2c1	10%	-6%	3%	-1	12%	0	-11%	?	i
CCC(=O)OCCNc1nc(-c2ccccc2)nc2ccccc12	?	-12%	-6%	20	-10%[0.397 µM]	3	21%	?	-16%
CC(C)c1ccc(NC(=O)C2CC3CCC2C3)cc1 (stereo unspecified)	?	0%	-6%	6	/	-2	7%	4%	-25%
COC(=O)c1ccccc1S(=O)(=O)N(CCCO)Cc1cc2c(C)ccc(C)c2[nH]c1=O	0%	1%	5%	-16	-19%	-10	15%	-5%	-6%

In the list so far, 9 contain an aryl methoxy group:
SMILES	GLP-1R inv ag	GLP1R cytotox	aSyn rescue	D3 antag	TDP43 rescue	DRD3 agonist	GLP1R ag	KB-V1 MDR tox	PTHR1 agonist
COc1cccc(C(C(=O)NC2CCCCC2)N(C(=O)c2ccco2)c2ccc(-n3cnnn3)c(C)c2)c1 (stereo unspecified)	0%	-17%	3%	2	1%	-3	-5%	-8%	-17%[57.5 µM]
COc1ccc(N2CC(C(=O)NCCN3C(=O)S/C(=C\c4cccnc4)C3=O)CC2=O)c(OC)c1 (stereo unspecified)	-14%	-29%	5%	35	2%	3	-1%	-1%	i
COc1ccc(N2CC(C)Cn3c2nc2c3c(=O)n(Cc3ccccc3)c(=O)n2C)c(OC)c1 (stereo unspecified)	?	-9%	-3%	-10	-5%	-6	19%	1%	-52%[inhibitor]
COc1ccccc1C(=O)NC(=S)Nc1ccc(N2CCOCC2)c(Cl)c1	3%	9%	1%	25	0%	4	7%	1%	-40%[inhibitor]
COc1ccc(NC(=O)/C=C/c2ccccc2)c([N+](=O)[O-])c1	26%	-14%	-9%	9	15%	3	-3%	0%	-9%
COc1cccc(C(=O)OCC(=O)c2ccc(S(=O)(=O)N3CCCCC3)cc2)c1OC	-23%	-2%	8%	-6	16%	-4	-2%	0%	i
COc1ccc(CCNC(=O)c2noc3c2CCCC3)cc1OC	0%	-27%	3%	13	-3%	2	7%	?	19%[57.5 µM]
COc1ccc([N+](=O)[O-])cc1NC(=O)Cc1noc2ccccc12	4%	0%	9%	-12	1%	-1	9%	?	i
COc1ccc2sc3c(=O)[nH]c4ccccc4c3c2c1	10%	-6%	3%	-1	12%	0	-11%	?	i

Assay outcomes as filed in PubChem.
